G9a block = inhibitors of human histone lysine methyltransferase G9a; Q96KQ7; G9a H3K9 monomethylation, AlphaScreen, 2 h; Potency, µM (titrated, usually from 102 µM), inactives show at the highest dose activity, negative = inhibition, most hits filed as inhibitors; 350,000 compounds, 8.8% hits; AID 504332; also: potency is read from the fitted curve at half-maximal effect; % is scaled to controls: 0 for no effect and ±100 for the full control effect; nearly all actives have a fitted effect of over 75% in size
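AlphaScreen read-out: biotin-H3K9 peptide (500 nM) methylation by 20 nM enzyme with 20 uM SAM, 2 h at room temperature after 15 min compound preincubation; anti-monomethyl H3K9 antibody plus donor/acceptor beads, 10 min dark.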
PGK inhibitor = blocks T. brucei phosphoglycerate kinase. P07378. PGK/GAPDH coupled, Kinase-Glo luminescence, 60 min. Potency, µM (series often up to 57.5 µM), without a hit: at the top dose activity change, negative = inhibition, usual class: inhibitors. 380,000 compounds, 0.043% hits; also: potency is read from the fitted curve at half-maximal effect; % is scaled to controls: 0 for no effect and ±100 for the full control effect; nearly all actives have a fitted effect of over 60% in size
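Luminescent ATP detection (Kinase-Glo Plus) follows a 60-minute room-temperature incubation, with wells lacking PGK as controls. Buffer: 100 mM TEA (pH 7.6), 5 mM MgCl2, 0.01% Tween-20. Coupling enzyme GAPDH (100 nM final) supplies unstable 1,3-BPG in-well.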
PI4K2A inh = inhibitors of human PI4K2A; 420,000 compounds, 0.13% hits; activity change, negative = inhibition, % at 76.9 µM; purified PI4K2A, ADP-Glo luminescence, 1 h; stronger effect = lower value; in the data active = activity change below about -50%; inconclusive = mostly about -30% to -49%;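 also: -100% = wells without enzyme as full effect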
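In this quantitative HTS, ADP production by PI4K2A was quantified luminescently after 1 h at ambient temperature; 100 microM adenosine served as plate-quality control.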
Pin1 inhibitor = inhibitors of human Pin1 | Pin1 FP peptide displacement, HiFluor488, 10 min | Potency, µM (highest dose often 115 µM), without a hit: at the highest dose activity, negative = inhibition, hits mostly inhibitors | 390,000 compounds, 0.009% hits | AID 504891; active = well fitted inhibition curve with a large enough effect in the polarisation, with a control signal flat, not every such curve was filed as active; inconclusive = small, poorly fitted or top-dose-only effect, or effect the other way, or a change in a side signal; inactive = no such curve, though single readings can be large or run the other way; the % refers to the polarisation; also: potency is read from the fitted curve at half-maximal effect; % is scaled to controls: 0 for no effect and ±100 for the full control effect
BAZ2B block = blocks human BAZ2B | Q9UIF8 | AlphaScreen BAZ2B-H3K14Ac peptide displacement | Potency, µM (titrated, usually from 114 µM), for the others: top-dose activity change, negative = inhibition, usual class: inhibitors | 360,000 compounds, 4.4% hits; also: potency is read from the fitted curve at half-maximal effect; % is scaled to controls: 0 for no effect and ±100 for the full control effect; nearly all actives have a fitted effect of over 60% in size
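AlphaScreen displacement of biotin-H3(5-23)K14Ac peptide (50 nM final) from BAZ2B (50 nM final) in PBS pH 7.4, 0.01% Tween-20; complex preformed 30 min RT, then compounds (top 110 uM) 30 min RT, beads 20 min dark.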
HP1b chromo inh = HP1-beta chromodomain-methylated histone interaction inhibition. P83916. AlphaScreen HP1-beta / biotin-H3K9me3 peptide binding. Potency, µM (highest dose often 114 µM), for the others: at the top dose activity change, negative = inhibition, most hits filed as inhibitors. 390,000 compounds, 0.56% hits; also: potency is read from the fitted curve at half-maximal effect; nearly all actives have a fitted effect of over 70% in size; inactives centre near 23
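AlphaScreen: HP1-beta (50 nM) preformed 30 min with biotin-H3(1-18)K9me3 peptide (50 nM) in PBS pH 7.4, 0.01% Tween-20. Compound added for 30 min at RT, then streptavidin donor/nickel chelate acceptor beads (10 ug/mL) for 30 min.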
JMJD2A Tudor = inhibitors of human JMJD2A Tudor domain; O75164; AlphaScreen JMJD2A-Tudor / H3K4me3 peptide binding; Potency, µM (titrated, usually from 114 µM), for inactives: at the highest dose activity change, negative = inhibition, actives largely listed as inhibitors; 390,000 compounds, 4.4% hits; also: potency is read from the fitted curve at half-maximal effect; % is scaled to controls: 0 for no effect and ±100 for the full control effect; nearly all actives have a fitted effect of over 50% in size
Target sequence (O75164 whole entry, looked up, the tested form may be a part): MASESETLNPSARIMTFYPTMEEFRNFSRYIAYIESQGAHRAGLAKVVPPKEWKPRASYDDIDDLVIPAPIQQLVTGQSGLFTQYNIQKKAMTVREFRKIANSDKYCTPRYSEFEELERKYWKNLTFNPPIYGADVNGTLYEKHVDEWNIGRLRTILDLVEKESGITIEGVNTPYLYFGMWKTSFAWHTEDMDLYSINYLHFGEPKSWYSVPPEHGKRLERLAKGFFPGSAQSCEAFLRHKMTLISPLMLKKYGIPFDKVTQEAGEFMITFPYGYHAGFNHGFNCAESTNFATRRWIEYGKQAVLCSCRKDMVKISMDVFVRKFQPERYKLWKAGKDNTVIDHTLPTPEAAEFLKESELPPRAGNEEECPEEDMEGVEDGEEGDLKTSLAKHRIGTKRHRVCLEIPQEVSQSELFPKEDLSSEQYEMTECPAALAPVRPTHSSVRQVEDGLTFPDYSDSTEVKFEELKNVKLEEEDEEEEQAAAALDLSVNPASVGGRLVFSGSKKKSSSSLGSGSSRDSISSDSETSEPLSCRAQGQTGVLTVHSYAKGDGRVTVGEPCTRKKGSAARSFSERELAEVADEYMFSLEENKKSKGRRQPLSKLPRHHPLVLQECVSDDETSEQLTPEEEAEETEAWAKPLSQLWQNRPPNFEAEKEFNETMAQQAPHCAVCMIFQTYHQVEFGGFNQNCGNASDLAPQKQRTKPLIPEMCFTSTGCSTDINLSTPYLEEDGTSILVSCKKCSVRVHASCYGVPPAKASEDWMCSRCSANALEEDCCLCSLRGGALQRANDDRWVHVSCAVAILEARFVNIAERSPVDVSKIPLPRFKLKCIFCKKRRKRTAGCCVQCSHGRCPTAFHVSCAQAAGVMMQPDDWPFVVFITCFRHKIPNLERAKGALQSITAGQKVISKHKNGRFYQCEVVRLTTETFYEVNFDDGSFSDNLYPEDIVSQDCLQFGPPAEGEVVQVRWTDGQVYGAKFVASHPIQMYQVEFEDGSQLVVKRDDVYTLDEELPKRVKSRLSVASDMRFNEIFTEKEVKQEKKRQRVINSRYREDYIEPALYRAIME
GLS inh = glutaminase GLS (human) inhibition. 410,000 compounds, 0.21% hits. Potency, µM (doses to about 45.5 µM), for inactives: at the top dose activity change, negative = inhibition, hits mostly inhibitors. AID 624170. GLS enzymatic activity, qHTS titration. O94925; also: potency is read from the fitted curve at half-maximal effect; % is scaled to controls: 0 for no effect and ±100 for the full control effect
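Human kidney-isoform GLS in 45 mM KH2PO4 pH 8.2, 0.02% Tween-20, with compound, started with 1mM L-Glutamine (added stock). Glutamate oxidase/HRP/Amplex red coupled fluorescence read at start and after 30 min at RT.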
ERG Ets-DNA blk = blocks human ERG Ets domain binding to DNA; P11308; fluorescence polarization, His-ERG Ets domain / labelled DNA; 370,000 compounds, 0.028% hits; Potency, µM (top dose mostly 76.9 µM), without a hit: at the highest dose FP activity, negative = inhibition, hits mostly inhibitors; active = well fitted inhibition curve with a large enough effect in the polarisation, with a control signal flat; inconclusive = small, poorly fitted or top-dose-only effect, or effect the other way, or a change in a side signal; inactive = no such curve, though single readings can be large or run the other way; the % refers to the polarisation;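 also: polarization taken with two DNA probes labelled with fluorescein and Texas red; potency is read from the fitted curve at half-maximal effect; % of control where 0% means no effect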
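His-tagged ERG Ets domain (1 uM in the protein solution; 300mM KCl, 50mM Tris-HCl, 1mM EDTA, 1mM DTT, pH 7.5) received compound, then a probe mix of 5 nM fluorescein-DNA and 100nM Texas-615-DNA. Fluorescence polarization was read for both dyes.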
* hit, by the source's call; i = inactive; u = inconclusive; x = not tested or not shown; [ ] = remark or other dose. Unless noted, calls follow the shape of the dose curve; as a rule, active = well fitted curve in the direction sought with a large enough effect; inconclusive = small, poorly fitted or top-dose-only effect, or another doubt; inactive = no such curve, though single readings can be large; an effect the other way counts as inactive or inconclusive.

SMILES	G9a block	PGK inhibitor	PI4K2A inh	Pin1 inhibitor	BAZ2B block	HP1b chromo inh	JMJD2A Tudor	GLS inh	ERG Ets-DNA blk
O=C(CCN1C(=O)c2ccccc2C1=O)Nc1ccc(-c2cn3ccsc3n2)cc1	-35%[59 µM]	-4%	1	6%	6%	33%	-2%[57.1 µM]	-15%	3%
O=C(CSc1nc2ccccc2c(=O)[nH]1)N1CCOCC1	-10%[59 µM]	-10%	-4	-4%	3%	19%	-27%	0%	x
COc1cc([N+](=O)[O-])ccc1NC(=O)N1CCC2(CC1)Nc1cc(F)ccc1-n1cccc12	u	i	2	-1%	-23%	-2%[57 µM]	-30%	-13%	-5%
O=c1cc(N2CCOCC2)[nH]c(=O)n1-c1ccc(Cl)cc1	21%	2%	-12	0%	-2%	30%	-14%	2%	19%
CC(=O)c1ccc(NC(=O)c2ccc(-c3nc(COc4ccc(C)cc4)c(C)o3)cc2)cc1	u	i	0	-2%	-21%	45µM*	-9%	-2%	-4%
Cc1cccc(NC2=C(C#N)C(=O)NC3(CCCC3)S2)c1	u	-2%	3	-1%	-18%	46%[activator]	-3%	16%	-1%
CC(C)CN(C(=O)c1ccc(N2CCCC2=O)cc1)c1c(N)n(Cc2ccccc2)c(=O)[nH]c1=O	-7%[12.7 µM]	5%	-18	-1%	9%	49%[activator]	-17%	6%	1%
CC1CCCCC1NC(=O)CCCn1c(=S)[nH]c2ccsc2c1=O (stereo unspecified)	32µM*	8%	-2	-7%	-1%	53%[activator]	-11%	-15%	6%
Clc1ccc2[nH]c3c(NCCN4CCOCC4)ncnc3c2c1	u	-9%	6	-1%	7%	21%	-5%	21%	-8%
Cc1ccc(S(=O)(=O)c2c(O)c3ccc(C(=O)O)cc3[nH]c2=O)cc1	u	-2%	-3	u	-3%	40%[activator]	0%	5%	-1%
O/N=C(\c1ccc2c(c1)OCCO2)C1CCCCC1	6%[12.7 µM]	-2%	-12	-1%	-1%	22%	-5%	6%	3%
CCOC(=O)C1=NOC(Cn2cc(C#N)c(=O)n(C)c2=O)C1 (stereo unspecified)	9%	21%	3	5%	-11%	25%	-2%	16%	-6%
CCn1c(C)c(C2N3CC4(C)CN2CC(C)(C3)C4=O)c2ccccc21 (stereo unspecified)	-37%[59 µM]	-8%	1	-9%	-20%	-2%	-26%	3%	-1%
COc1ccc(S(=O)(=O)n2nc(OC(=O)c3ccccc3Br)cc2N)cc1	-8%	-7%	69	2%	7%	42%	-10%	24%	-9%
Cc1cccc(N2CCN(S(=O)(=O)c3cnc[nH]3)CC2)c1C	-5%	-9%	6	-6%	8%	29%	-4%	-8%	11%
COc1ccc(/C=C2\SC(=S)N(CCC(=O)Nc3cccc(C(=O)O)c3)C2=O)cc1	x	-18%	-7	-15%	u	4%	u	13%	1%
Cc1nnc(SCC(=O)Nc2ccc3c(c2)OCCO3)n1N	u	-2%	-2	0%	3%	15%	-15%	4%	-8%
COc1ccc(CCNS(=O)(=O)c2ccc(C3CNC(=O)C3)cc2)cc1OC (stereo unspecified)	7%[59 µM]	3%	-3	-4%	-3%	26%	1%	0%	x
CC1CCN(c2ccccc2NC(=O)c2cc([N+](=O)[O-])ccc2N2CCOCC2)CC1	u	i	-1	-5%	u	-17%	u	-5%	-10%
O=C(CCSc1nc(-c2ccco2)cc(C(F)(F)F)n1)NCc1ccccn1	u	-6%	1	0%	-30%	34%	10%	-4%	-3%
O=C(CCCN=C1NS(=O)(=O)c2ccccc21)OCC(=O)c1ccccc1Cl	u	1%	1	5%	6%	20%	-10%	-7%	-21%
Cc1ccccc1C(C(=O)NC1CCCC1)N(C(=O)Cc1cccs1)c1ccc2c(c1)OCCO2 (stereo unspecified)	11%	-4%	3	-3%	0%[57.1 µM]	5%	-16%	0%	x
CC(=O)c1c(C)oc2c(Cl)cc(NS(=O)(=O)c3cc(C)c(C)cc3C)cc12	14%[59 µM]	-1%	0	19%	15%	66%[activator]	-9%	-7%	-3%
CC1CCN(CC(=O)Nc2nc(-c3ccccc3)cs2)CC1	6%	-1%	-9	-2%	0%	11%	-26%	5%	-6%

Complete entries, looked up by structure.
Listed for CC1CCN(c2ccccc2NC(=O)c2cc([N+](=O)[O-])ccc2N2CCOCC2)CC1 = G9a block = u; PGK inhibitor = i; PI4K2A inh = -1; Pin1 inhibitor = -5%; BAZ2B block = u; HP1b chromo inh = -17%; JMJD2A Tudor = u; GLS inh = -5%; ERG Ets-DNA blk = -10%
Listed for CC1CCN(CC(=O)Nc2nc(-c3ccccc3)cs2)CC1 = G9a block = 6%; PGK inhibitor = -1%; PI4K2A inh = -9; Pin1 inhibitor = -2%; BAZ2B block = 0%; HP1b chromo inh = 11%; JMJD2A Tudor = -26%; GLS inh = 5%; ERG Ets-DNA blk = -6%

The list goes on:
SMILES	G9a block	PGK inhibitor	PI4K2A inh	Pin1 inhibitor	BAZ2B block	HP1b chromo inh	JMJD2A Tudor	GLS inh	ERG Ets-DNA blk
CCCCn1c(N)c(C(=S)NC(=O)CC(C)C)c(=O)n(C)c1=O	29%[59 µM]	2%	3	1%	8%	3%	-29%	2%	-1%
Cc1cccc(C(=O)Nc2cccc(C(=O)N/N=C/c3ccncc3)c2)c1	2%[59 µM]	2%	3	3%	10%	51%[activator]	-10%	0%	-3%
Cc1ccc2nc(SCC(=O)NC3CCCc4ccccc43)[nH]c2c1 (stereo unspecified)	-12%[59 µM]	-4%	-2	1%	2%	7%	-12%	-1%	-12%
Cc1cc(-c2sccc2Br)nc(-n2cccc2)n1	21%[59 µM]	i	-14	u	10%	71%[activator]	47%[activator]	5%	-1%
CC(Cc1ccccc1)NC(=O)CSc1nc2nc3c(cc2c(=O)n1-c1ccccc1)COC(C)(C)C3 (stereo unspecified)	34%[12.7 µM]	0%	-1	3%	10%	20%	-10%	0%	-4%
CC(CN(C)C)CN1c2ccccc2Sc2ccccc21 (stereo unspecified)	u	-3%	1	-2%	-37%	22%	-12%	22%	11%
COc1ccccc1-c1noc2ncnc(Nc3cccc(C)c3)c12	u	-8%	-3	8%	-30%	11%	-6%	1%	-4%
Cc1nn(Cc2ccccc2)c(C)c1NC(=O)c1cc2nc(-c3ccco3)cc(C(F)(F)F)n2n1	-34%[12.7 µM]	i	0	6%	-3%	25%	-5%	-1%	2%
O=C(CN1C(=O)NC2(CCCC2)C1=O)Nc1ccc(F)cc1	2%[59 µM]	-4%	0	-6%	0%	48%[activator]	-5%	1%	-7%
Cc1cc(C)n(S(=O)(=O)c2cc(C(=O)O)c(Cl)cc2Cl)n1	-26%[12.7 µM]	0%	0	1%	0%	7%	-26%	0%	x
COc1ccc(S(=O)(=O)N2CCC(C(=O)N[C@@H](C)C(=O)NCc3cccc(OC)c3)CC2)cc1	43%[activator]	2%	-2	0%	0%	45%[activator]	-1%	-4%	0%
O=C(OCC(=O)C12CC3CC(CC(C3)C1)C2)c1ccc(O)cc1O	-38%	-24%	-2	4%	u	-16%	u	1%	8%
COCCn1c(C)cc(O)c(C(c2ccccc2)N2CCN(c3ccc(F)cc3)CC2)c1=O (stereo unspecified)	u	0%	-7	3%	45%[activator]	38%[activator]	-21%	26%	-2%
Cc1noc(C)c1C(=O)OCC(=O)N(C)C1CCS(=O)(=O)C1 (stereo unspecified)	-3%	-15%	0	-5%	1%	5%	-4%	5%	9%
O=C(NCC(=O)N(Cc1ccc(F)cc1)C(C(=O)NC1CCCC1)c1ccco1)c1ccco1 (stereo unspecified)	-7%[59 µM]	-1%	2	-4%	13%	36%	-7%[11.4 µM]	-1%	1%
Cc1cccc(NC(=O)CSCC(=O)N=c2sccn2C)c1	-38%	1%	5	-2%	-1%	29%	-4%	5%	5%
O=C(Nc1cccc(Cl)c1)C1C2CCC3C(CCC21)C3(Cl)Cl (stereo unspecified)	-12%	2%	-4	15%	-5%	37%[activator]	26%	1%	3%
COC1OC2COC(c3ccccc3)OC2C(O)C1N (stereo unspecified)	x	i	1	2%	x	33%	-3%	-8%	21%
COc1ccc(NC(=O)C(c2ccc(C)cc2)N(C)C(=O)c2cnccn2)cc1 (stereo unspecified)	22%[59 µM]	i	-3	4%	5%	40%[activator]	7%	-9%	14%
Cc1ccc(C(=O)NCCCNc2ccccc2[N+](=O)[O-])cc1	56µM*	-3%	2	3%	u	1%	89µM*	-4%	0%
COc1ccc(CN(C(=O)c2nsc(Cl)c2Cl)C(C(=O)NC2CCCCC2)c2ccc(OC)cc2)cc1 (stereo unspecified)	21%[59 µM]	x	-1	7%	-7%	21%	-16%	-12%	x
CC(C)CC(=O)Nc1ccc(C(=O)CN2CCC(C)CC2)cc1	10µM*	4%	-1	1%	7%	31%	-2%[57.1 µM]	101%[activator]	0%
CCc1ccc2c(c1)C1(SC(NC(C)=O)=NN1C(C)=O)C(=O)N2C(C)C (stereo unspecified)	15%[59 µM]	x	-1	2%	-3%	14%	-12%	16%	x
COc1cc2cc(C(c3nnnn3C3CCCC3)N(C)C3CCCCC3)c(=O)[nH]c2cc1OC (stereo unspecified)	-3%[59 µM]	-7%	-3	4%	3%	7%	-6%	2%	-3%
COc1ccccc1C(=O)Nc1ccc2c(c1)nc1n2CCN(C2CCCCC2)C1	32µM*	-4%	-2	19%	-20%[57.1 µM]	6%	u	20%	3%
CCC1(C)Cc2c(sc3[nH]c(=O)[nH]c(=O)c23)CS1 (stereo unspecified)	u	-7%	-2	u	4%	51%[activator]	-4%	53%[activator]	-3%
CCOc1cc(/C=N/NC(=O)C(=O)NC)cc(Br)c1O	u	-1%	2	0%	-34%	15%	0%	11%	x
